Screens: PubChem BioAssay, several laboratories
GASC-1 inh: human JMJD2C demethylase inhibition; GST-JMJD2C(1-420) H3K9me3 demethylation, DELFIA europium; inhibition, % at 2.35 µM; 330,000 compounds, 0.069% hits; AID 2099;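 active means more than half of a compound's replicate wells show inhibition beyond 50%, single wells judged on their own value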;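 further: signal counts dimethyl H3K9 product captured on neutravidin plate; 0% = median of DMSO wells and 100% = 0.3 times that DMSO median; strong numbers were not always called active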
Target sequence (Q9H3R0 1-420 limits assumed): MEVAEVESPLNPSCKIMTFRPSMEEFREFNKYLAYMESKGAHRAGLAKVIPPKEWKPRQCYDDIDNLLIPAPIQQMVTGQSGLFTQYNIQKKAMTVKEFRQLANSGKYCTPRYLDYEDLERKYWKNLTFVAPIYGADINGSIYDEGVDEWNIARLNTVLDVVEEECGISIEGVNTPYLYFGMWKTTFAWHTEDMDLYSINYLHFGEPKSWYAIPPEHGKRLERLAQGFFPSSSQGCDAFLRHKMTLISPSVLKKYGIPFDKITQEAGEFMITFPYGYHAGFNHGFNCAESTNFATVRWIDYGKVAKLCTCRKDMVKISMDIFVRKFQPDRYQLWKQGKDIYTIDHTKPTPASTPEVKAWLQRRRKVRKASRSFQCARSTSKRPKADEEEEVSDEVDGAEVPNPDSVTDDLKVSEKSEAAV
PP5 inh: blocks human protein phosphatase 5 activity | purified PP5c, OMFP substrate fluorescence | inhibition, % at 6.7 µM | 320,000 compounds, 0.18% hits;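 active means inhibition above the campaign's mean inhibition across all tested compounds plus 3 SD, cut at about 9.5% in these data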;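 further: 0% = DMSO only and 100% = 100 µM cantharidin control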
Target sequence (P53041 whole entry, looked up): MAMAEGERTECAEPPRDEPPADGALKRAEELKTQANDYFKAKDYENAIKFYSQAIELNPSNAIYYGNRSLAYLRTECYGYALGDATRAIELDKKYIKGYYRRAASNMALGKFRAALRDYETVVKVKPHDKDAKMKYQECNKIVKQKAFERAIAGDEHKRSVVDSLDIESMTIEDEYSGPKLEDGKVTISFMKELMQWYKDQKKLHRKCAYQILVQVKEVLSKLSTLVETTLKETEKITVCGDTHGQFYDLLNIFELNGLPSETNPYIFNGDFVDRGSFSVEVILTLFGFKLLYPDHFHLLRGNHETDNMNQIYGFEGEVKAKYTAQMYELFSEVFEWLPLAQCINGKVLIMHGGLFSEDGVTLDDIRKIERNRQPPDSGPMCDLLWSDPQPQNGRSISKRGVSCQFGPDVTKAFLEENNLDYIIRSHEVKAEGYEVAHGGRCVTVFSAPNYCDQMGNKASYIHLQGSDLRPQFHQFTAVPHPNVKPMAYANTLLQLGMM
CR mimetic SO: yeast age-related superoxide inhibition as caloric restriction mimetic | S. cerevisiae aged cells, superoxide DHE fluorescence; active compounds read low | superoxide response (% of plate mean), % at 10 µM | 330,000 compounds, 0.18% hits | AID 2690;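 active means superoxide response under a set limit, about three screen SD below normal, cut at about 65% in these data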;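 further: yeast aged for seven days with compound at 30 °C before DHE staining; 100% = average MFI of all compound-treated wells on the plate with controls excluded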
PP1 counter: counter-screen for PP5 inhibitors: inhibitors of human PP1-alpha; P62136; purified PP1alpha, OMFP fluorescence; inhibition, % at 6.7 µM; 320,000 compounds, 0.9% hits;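 active means inhibition above the mean inhibition of all tested compounds plus 3 SD, computed separately for each screening campaign, cut at about 15% in these data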
ZTA DNA inh: counter-screen for EBNA-1 inhibitors: inhibitors of Epstein-Barr virus ZTA | P03206 | ZTA-DNA binding, fluorescence polarization | inhibition, % at 11 µM | 320,000 compounds, 0.15% hits; in the data active means inhibition above about 33%
core dimer inh: HCV core protein dimerization inhibition; TR-FRET GST/Flag-core106 dimerization, 1536-well; inhibition, % at 5 µM; 300,000 compounds, 0.33% hits; AID 1899;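 active means inhibition above the mean of all tested compounds plus 3 SD, set per screening campaign, cut at about 45% in these data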
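test system = GST/Flag-tagged HCV core106 proteins | probe or stimulus = Eu donor and XL665 acceptor anti-tag antibodies | times = compound-protein-antibody incubation 4 h at 22.5 °C | signal = TR-FRET, excitation 340 nm, emission 617 and 671 nm | measure = percent inhibition of core106 dimerization signal | controls = wells lacking GST-core106 and wells with excess unlabelled core106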
EBNA-1 inh: blocks EBNA-1 binding to DNA; EBNA-1 DNA binding, fluorescence polarization; inhibition, % at 14.8 µM; 300,000 compounds, 0.34% hits; AID 1950; in the data active means inhibition above about 28%
CTSL1 counter: blocks F. hepatica cathepsin L1 in PFM18AAP counter-screen; recombinant F. hepatica cathepsin L1, Z-Leu-Arg-MCA fluorescence; 300,000 compounds, 0.49% hits; inhibition, % at 5.96 µM;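 active means inhibition above the mean of all tested compounds plus 3 SD, set per screening campaign, cut at about 17% in these data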;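 further: 0% = plate median of test compound wells and 100% = 1 µM Z-Phe-Ala-diazomethylketone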
TPT1 inh: blocks Candida albicans tRNA 2'-phosphotransferase. 300,000 compounds, 0.81% hits. recombinant caTPT1, FP RNA substrate dephosphorylation. inhibition, % at 5 µM. AID 1962;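 active means inhibition above the mean of all tested compounds plus 3 SD, set per screening campaign, cut at about 24% in these data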;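 further: plate controls were DMSO alone for no effect and ferristatin control at 100 nM for full effect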
* marks the source's active call; other numbers are inactive results; · = not tested or not shown; & = joins results of further samples.

SMILES	GASC-1 inh	PP5 inh	CR mimetic SO	PP1 counter	ZTA DNA inh	core dimer inh	EBNA-1 inh	CTSL1 counter	TPT1 inh
CN1CCN(S(=O)(=O)c2ccc(Sc3nc4ccccc4[nH]3)c3nsnc23)CC1	6.3	2.9	103.6	0.3	-8.4	-9.4	-13.5	1.0	-4.6
O=C1c2ccccc2NC(c2ccc(Cl)cc2Cl)N1Cc1ccccc1 (configuration not stated)	4.9	0.8	87.2	3.2	4.3	7.3	-4.4	1.1	2.9
CN(CCc1nc2ccc(Cl)cc2[nH]1)Cc1nc(CC2CC2)no1	6.1	1.6	94.7	-3.9	-1.4	4.9	-10.2	-5.5	5.8
Cc1nnc(N2CCCC(C(=O)NCc3ccccc3F)C2)c2nn(-c3ccccc3)c(C)c12 (configuration not stated)	-6.8	-3.2	113.2	-4.8	13.8	-6.2	6.5	-0.3	3.0
O=c1c2ccccc2nnn1CSc1nnc(-c2cccnc2)n1-c1ccccc1F	-8.6&11.2	-1.5	100.0	-1.6	5.5	2.4	3.0	4.4	4.3
CCCCn1nnnc1NCc1cc(OC)c(OC)c(OC)c1	-2.1	3.2	105.4	-3.4	-14.5	-2.5	-21.6	-3.5	-0.8
COc1ccccc1N/C(N)=N/c1nc(C(F)(F)F)cc(=O)[nH]1	-10.3	0.3	101.1	-0.8	-26.6	-5.7	-12.6	-1.2	6.9
CCN(CC)S(=O)(=O)c1cccc(C(=O)NCCCN2CCOCC2)c1	-0.1	-0.4	94.7	2.9	-11.8	-3.6	-2.7	-5.1	-1.6
CCOC(=O)N1CCN(CCc2ccccc2)CC1	8.0	0.7	84.9	-0.4	2.8	6.5	-3.3	-2.4	-1.1
O=Nc1c(-c2c(O)[nH]c3cc(Br)ccc23)[nH]c2ccccc12	2.8	1.2	100.6	11.2	0.4	-255.8	1.3	-0.1	21.7
CCOc1ccc(-n2c(=S)sc3c(=O)[nH]c(SCC(=O)NCc4ccco4)nc32)cc1	15.8	3.1	123.8	-0.7	7.4	9.7	-7.4	-3.0	3.7
CCC(Sc1nc(N)c(NC(=O)c2ccc(Br)o2)c(=O)[nH]1)C(=O)O (configuration not stated)	42.2	2.7	93.5	-2.4	-5.6	-1.7	9.1	0.0	-0.7
CC(NC(=O)C1CCCN(C(=O)N(C)C)C1)c1ccccc1 (configuration not stated)	15.6	-0.9	99.0	-1.6	1.3	3.0	10.5	2.2	-2.5
CCc1ccc(/C=C(\Cl)c2nc3cc(Cl)ccc3c(=O)[nH]2)cc1	-29.4	-1.7	93.9	1.5	-5.8	5.6	4.6	1.9	3.1
NC(=O)CC(NC(=O)c1ccc(Br)cc1)c1ccc(N2CCN(c3ccccn3)CC2)c([N+](=O)[O-])c1 (configuration not stated)	1.3	0.6	98.7	-1.4	2.1	3.4	-4.0	3.0	-2.0
COc1ccc(/C=C2\SC(=S)N(CCC(=O)NCCCn3ccnc3)C2=O)cc1	3.8	0.8	90.0	2.5	1.0	-14.4	0.1	0.1	-1.4
Cc1cccc(N)c1SC1CCCCC1O (configuration not stated)	-4.4	1.7	98.9	-1.3	13.0	-6.2	5.9	-4.9	-2.9
CC1(C)CC(=O)C2=C(C1)N1C(=C(C#N)C2c2ccccc2Cl)N=C(N)c2ccccc21 (configuration not stated)	2.2	1.9	97.8	-1.0	8.1	11.3	-5.0	2.1	-3.1
N[C@@H](Cc1ccc(O)c(I)c1)C(=O)O	·	0.2	116.0	1.2	6.0	-0.6	-0.9	3.7	1.9
Cc1cccc(NC(=S)N2CCOCC2)c1C	28.0	-0.2	91.0	-10.9	-5.6	-13.7	1.6	3.5	-3.9
Cc1nc(NC(=O)COc2ccccc2)sc1C(=O)Nc1ccccc1	-2.4	0.4	94.3	3.4	-2.3	0.5	5.2	0.1	-2.3
CC(=O)NCCn1c(SCC(=O)NCCC2=CCCCC2)nc2ccccc2c1=O	12.0	-2.0	94.6	-2.0	8.1	0.5	5.9	0.0	-3.1
CC(C)C(NS(=O)(=O)c1cccc(C(F)(F)F)c1)C(=O)NCc1cccs1 (configuration not stated)	-3.8	1.8	81.0	-1.5	-1.1	·	·	·	·
CS(=O)(=O)N1CCCC(c2nc(-c3ccc(S(=O)(=O)NCc4ccccc4)cc3)no2)C1 (configuration not stated)	3.1&-7.4	-1.1	94.7	0.3	-1.4	-1.7	5.4	-2.5	-4.1
COC(C(=O)Nc1ccnn1C1CCN(Cc2ccc(Cl)s2)CC1)c1ccccc1 (configuration not stated)	8.4	-0.4	115.2	1.8	-3.9	-3.4	-4.2	0.1	-1.8

Some of these compounds in order of molecular weight, lowest first.
SMILES	GASC-1 inh	PP5 inh	CR mimetic SO	PP1 counter	ZTA DNA inh	core dimer inh	EBNA-1 inh	CTSL1 counter	TPT1 inh
CC(NC(=O)C1CCCN(C(=O)N(C)C)C1)c1ccccc1 (configuration not stated)	15.6	-0.9	99.0	-1.6	1.3	3.0	10.5	2.2	-2.5
O=Nc1c(-c2c(O)[nH]c3cc(Br)ccc23)[nH]c2ccccc12	2.8	1.2	100.6	11.2	0.4	-255.8	1.3	-0.1	21.7
CC(=O)NCCn1c(SCC(=O)NCCC2=CCCCC2)nc2ccccc2c1=O	12.0	-2.0	94.6	-2.0	8.1	0.5	5.9	0.0	-3.1
COC(C(=O)Nc1ccnn1C1CCN(Cc2ccc(Cl)s2)CC1)c1ccccc1 (configuration not stated)	8.4	-0.4	115.2	1.8	-3.9	-3.4	-4.2	0.1	-1.8
CN1CCN(S(=O)(=O)c2ccc(Sc3nc4ccccc4[nH]3)c3nsnc23)CC1	6.3	2.9	103.6	0.3	-8.4	-9.4	-13.5	1.0	-4.6
CS(=O)(=O)N1CCCC(c2nc(-c3ccc(S(=O)(=O)NCc4ccccc4)cc3)no2)C1 (configuration not stated)	3.1&-7.4	-1.1	94.7	0.3	-1.4	-1.7	5.4	-2.5	-4.1

Going on with the list.
SMILES	GASC-1 inh	PP5 inh	CR mimetic SO	PP1 counter	ZTA DNA inh	core dimer inh	EBNA-1 inh	CTSL1 counter	TPT1 inh
CC(=O)Nc1ccc(N2C(=O)C3C4CC(=O)C(c5ccccc54)C3C2=O)cc1 (configuration not stated)	1.7	3.5	129.8	2.0	-0.3	-4.5	-5.3	-1.2	-4.4
CCS(=O)(=O)N1Cc2ccccc2CC1C(=O)Nc1ccc(F)c(F)c1F (configuration not stated)	1.1	-0.8	95.0	6.7	3.4	5.4	10.8	1.5	-1.0
O=C(CN1CCNCC1)Nc1ccc(Oc2ccccc2)cc1	-5.6	2.8	91.9	-1.5	4.6	-1.6	0.9	1.9	7.9
COc1cccc(S(=O)(=O)NC2CCN(C#N)C2)c1 (configuration not stated)	-1.5	-0.5	90.8	0.0	-24.9	·	·	·	·
CC1CC(C)CN(C(=O)CCNC(=O)Cn2cnc3ccccc3c2=O)C1 (configuration not stated)	4.1	4.2	95.0	5.8	-3.8	-5.2	-15.2	0.2	-3.2
CC(=O)NNC(=O)c1sc(=S)n(C)c1C	7.8	1.4	103.1	-3.5	-5.5	-7.9	1.1	-4.4	-0.4
COCCNC(=O)C(C)N(c1ccc(OC)cc1)S(C)(=O)=O (configuration not stated)	2.4	1.3	98.5	-0.7	16.2	-4.4	4.1	-3.9	-2.8
COc1ccccc1NC(=S)NC1CCCCCCCCCCC1	-10.0	2.8	90.7	-2.0	2.5	5.1	-6.0	-2.9	3.8
Cc1ccc(-n2nc(C)cc2NC(=O)c2ccc(C)s2)cc1	3.1	3.6	100.7	-3.7	4.9	0.1	-2.1	-1.5	3.5
O=[N+]([O-])c1ccccc1S(=O)(=O)N1CCCC(C(F)(F)F)C1 (configuration not stated)	-5.1	0.9	101.6	-3.4	-5.3	-6.1	-5.8	0.0	0.8
O=S(=O)(Nc1ccon1)c1ccc(Br)s1	1.2	1.5	93.5	-1.9	6.0	8.3	3.7	6.2	0.8
CCOc1cccc2sc(N(CCN(CC)CC)C(=O)c3ccc(S(=O)(=O)N4CCCC4)cc3)nc12	-4.1	2.9	96.2	0.6	-5.1	-1.3	9.5	0.6	-4.5
CCOc1ccc(N2CC(C(=O)Nc3ccc(S(=O)(=O)N4CCOCC4)cc3)CC2=O)cc1 (configuration not stated)	41.0	5.4	90.2	-4.0	3.0	0.5	1.6	0.2	0.8
Cc1cc(C)n(CCCN2CCC(C(=O)Nc3cccc(-c4cccc(F)c4)c3)CC2)n1	3.5	4.5	96.6	2.0	-4.7	-4.8	-0.1	-0.7	-3.1
COc1ccc2[nH]c(=O)c(CN(C(=O)c3ccncc3)C(C)C)cc2c1	13.2	0.6	96.0	-3.2	-16.6	-5.1	-8.3	0.4	-2.1
CN(C)CCCN(C(=O)c1ccc(S(=O)(=O)N2CCOCC2)cc1)c1nc2cc3c(cc2s1)OCO3	3.1	4.1	109.1	-1.1	-10.3	-1.6	-8.2	2.0	-2.9
COC(=O)c1c(NC(=O)CSc2nnnn2-c2ccc3c(c2)OCO3)sc(C)c1C	17.8	1.4	90.8	-4.4	-10.3	3.3	-0.8	2.7	2.8
CCN(CC)S(=O)(=O)c1ccc(OC)c(NC(=O)C(C)Oc2ccc3c(C)cc(=O)oc3c2)c1 (configuration not stated)	-4.5	2.0	96.2	0.0	-3.9	6.9	0.0	4.8	-3.1
CC(C)(C)NCC(=O)c1c[nH]c2ccccc12	-21.0	-1.2	128.3	-5.7	7.6	-0.2	0.3	0.1	-4.0
CC[C@H]1OC(=O)[C@H](C)[C@@H](O[C@H]2C[C@@](C)(OC)[C@@H](O)[C@H](C)O2)[C@H](C)[C@@H](O[C@@H]2O[C@H](C)C[C@H](N(C)C)[C@H]2O)[C@](C)(O)C[C@@H](C)C(=NOCOCCOC)[C@H](C)[C@@H](O)[C@]1(C)O	15.1	-2.4	84.8	-6.2	-6.5	-11.0	3.6	-2.5	-2.8
CC(=O)Nc1cccc(OCc2c(F)cccc2Cl)c1	-2.7	1.9	88.0	0.3	-27.6	-4.0	-4.3	-4.2	-5.4
CS(=O)(=O)Nc1ccc(C(=O)NCc2ccc3c(c2)OCO3)cc1	-17.4	-0.6	87.7	0.7	-9.0	-1.1	-1.2	-5.2	-1.9
COC(=O)C1=C(C)N(Cc2ccccc2)C(=O)N[C@H]1c1ccccc1	1.9	-0.4	101.1	-0.1	-9.6	-6.4	-4.6	-0.9	1.5
COc1cccc2cc(C(=O)NC3CC(C)(C)NC(C)(C)C3)c(=O)oc12	6.8	0.6	121.7	-4.9	3.8	-1.8	8.2	1.8	0.0
Cc1cc(C)n(/N=C/c2c[nH]c3ccccc23)c(=O)c1C#N	-16.0	-0.2	128.3	-6.2	-1.2	0.4	27.8*	1.4	-2.0

More records follow:
SMILES	GASC-1 inh	PP5 inh	CR mimetic SO	PP1 counter	ZTA DNA inh	core dimer inh	EBNA-1 inh	CTSL1 counter	TPT1 inh
COc1ccc(-c2nc(N)ncc2Oc2ccccc2Br)c(O)c1	2.1	-0.2	122.2	-2.6	9.6	5.0	8.0	1.7	-6.0
COc1ccccc1CN1CC(C(=O)N(C)CCc2nc3ccc(F)cc3[nH]2)CCC1=O (configuration not stated)	4.1	-1.5	100.5	-3.2	1.1	10.8	-0.3	-1.7	4.4
Cc1ccc(Nc2ccc(S(=O)(=O)N3CCOCC3)cc2[N+](=O)[O-])c(C)c1	-8.2	0.8	91.3	3.4	-20.4	-1.3	-3.5	0.3	-6.5
CC1=C(C(=O)c2ccccc2)C(c2ccc(O)cc2)NC(=S)N1 (configuration not stated)	-4.6	0.4	93.2	-0.6	-7.9	-3.2	-7.2	0.6	-1.4
O=c1[nH]c2ccccc2nc1C(Nc1ccccc1)c1ccccc1 (configuration not stated)	-15.3	4.8	96.9	3.3	-11.1	-0.2	-4.6	0.6	-2.0
CC[C@H](C)[C@@H](CN[C@H](C)CNC)NCCC(c1ccccc1)c1ccccc1	7.9	0.7	97.5	3.1	-11.2	-26.4	5.1	2.2	-3.1
